Sm TGR block: qHTS Assay for the Inhibitors of Schistosoma Mansoni Peroxiredoxins | Schistosoma mansoni thioredoxin glutathione reductase (TGR), Q962Y6 | Potency, µM (top dose mostly 114 µM), for inactives: at the top dose activity change, negative = inhibition, usual class: inhibitors | purified TGR, DTNB reduction, TNB absorbance 405 nm | actives 3% (n = 360,000); also: potency is read from the fitted curve at half-maximal effect; nearly all actives have a fitted effect of over 60% in size
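TGR 20 nM + NADPH 100 uM (dispensed conc.), cpd preinc 15 min RT; start with NADPH (500 uM addition) then DTNB (15 mM addition). Kinetic TNB absorbance, 405 nm filter. Four-parameter Hill fit across titration.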
AmpC inh detg: qHTS Inhibitors of AmpC Beta-Lactamase (assay with detergent); AmpC hydrolysis of nitrocefin, absorbance 480 nm, 0.01% Triton; Potency, µM (series often up to 114 µM), inactives show at the highest dose activity change, negative = inhibition, actives largely listed as inhibitors; actives 0.041% (n = 370,000);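 also: potency is read from the fitted curve at half-maximal effect; 0% = no-compound wells and -100% = no-enzyme wells; nearly all actives have a fitted effect of over 25% in size; some results filed as inactive show a strong effect at the top dose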
Target sequence (P00811 whole entry, looked up): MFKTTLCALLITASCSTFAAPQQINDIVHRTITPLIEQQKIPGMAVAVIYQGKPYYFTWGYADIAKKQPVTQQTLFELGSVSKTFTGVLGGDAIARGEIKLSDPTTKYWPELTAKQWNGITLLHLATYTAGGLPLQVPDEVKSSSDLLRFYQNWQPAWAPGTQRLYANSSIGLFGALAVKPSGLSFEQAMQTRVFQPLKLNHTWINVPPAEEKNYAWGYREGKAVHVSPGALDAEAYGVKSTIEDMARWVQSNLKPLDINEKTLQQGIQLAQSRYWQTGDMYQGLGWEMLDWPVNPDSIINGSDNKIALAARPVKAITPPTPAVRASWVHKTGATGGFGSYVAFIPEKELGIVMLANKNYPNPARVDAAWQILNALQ
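20 mM phosphate pH 7.0 + 0.01% (detergent screen) or 0.0001% Triton X-100; 5.3 nM AmpC reagent; cpd preinc 15 min RT; nitrocefin (800 uM stock) to start; A480 q20 s × 4 min; Activity was normalised to no-enzyme and no-compound control wells.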
FBPA Giardia inh: qHTS Assay for Inhibitors of Fructose-1,6-bisphosphate Aldolase from Giardia Lamblia; Potency, µM (highest dose often 59.6 µM), for the others: at the highest dose activity, negative = inhibition, most hits filed as inhibitors; purified Giardia FBPA; actives 0.71% (n = 290,000); A8B2U2; also: potency is read from the fitted curve at half-maximal effect; nearly all actives have a fitted effect of over 55% in size
Target sequence (A8B2U2 whole entry, looked up): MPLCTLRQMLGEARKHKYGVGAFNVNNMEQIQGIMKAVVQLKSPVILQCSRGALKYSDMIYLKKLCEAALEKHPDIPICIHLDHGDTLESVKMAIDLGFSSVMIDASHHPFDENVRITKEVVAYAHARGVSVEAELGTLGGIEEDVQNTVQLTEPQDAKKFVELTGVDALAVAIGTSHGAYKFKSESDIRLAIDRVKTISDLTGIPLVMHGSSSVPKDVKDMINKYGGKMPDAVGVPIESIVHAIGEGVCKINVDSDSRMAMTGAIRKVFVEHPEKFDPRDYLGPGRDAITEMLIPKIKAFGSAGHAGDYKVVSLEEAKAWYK
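Giardia FBPA (40 nM reagent) was preincubated 10 min at RT with compound (up to 57.5 uM final), then substrate plus GAPDH/TPI/NAD/arsenate coupling system with diaphorase/resazurin was added; resorufin fluorescence (525/598 nm) was read after 20 min.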
AmpC inh no detg: qHTS Inhibitors of AmpC Beta-Lactamase (assay without detergent). P00811. AmpC nitrocefin hydrolysis, absorbance 480 nm, 0.0001% Triton. Potency, µM (top dose mostly 57.1 µM), for the others: at the top dose activity change, negative = inhibition, hits mostly inhibitors. actives 0.52% (n = 330,000);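 also: potency is read from the fitted curve at half-maximal effect; plate controls were no compound for no effect and no enzyme for full effect; nearly all actives have a fitted effect of over 20% in size; some results filed as inactive show a strong effect at the top dose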
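20 mM phosphate pH 7.0 + 0.01% (detergent screen) or 0.0001% Triton X-100; 5.3 nM AmpC reagent; cpd preinc 15 min RT; nitrocefin (800 uM stock) to start; A480 q20 s × 4 min; Activity was normalised to no-enzyme and no-compound control wells.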
AMA1 RON2 block: qHTS for Inhibitors of AMA1-RON; Towards Development of Antimalarial Drug Lead: Primary Screen. Plasmodium falciparum AMA1 (3D7) - RON2 peptide interaction. AID 720542, 2013. AlphaScreen AMA1-biotinylated RON2 peptide binding. actives 0.2% (n = 360,000). Potency, µM (doses to about 58.2 µM), without a hit: at the highest dose activity change, negative = inhibition, most hits filed as inhibitors;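 also: potency is read from the fitted curve at half-maximal effect; 0% = vehicle wells and -100% = peptide control; nearly all actives have a fitted effect of over 45% in size; some results filed as inactive show a strong effect at the top dose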
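AMA1 (3D7) with his tag at 25 nM final met compounds first, then biotinylated RON2 peptide at 25 nM; detection used donor plus acceptor beads, 10 µg/mL apiece, read by AlphaScreen after 30 min at room temperature.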
HCMV antiviral: qHTS Assay for inhibitors of the human cytomegalovirus (HCMV); HFF cells, HCMV-luciferase reporter, 72 h; active compounds read low; actives 4.5% (n = 410,000); AID 1259415, 2018; activity change, negative = inhibition, % at 57.5 µM; in the data active = activity change below about -60%; inconclusive = no clear call, values can overlap the other calls; inactive = above about -39%
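Luciferase read-out from HCMV-luciferase-infected HFFs (MOI 1 PFU/cell) 72 h post infection at 37C; compounds added after 16 h cell attachment; activity normalized between buffer-only basal and Salinomycin (10uM) inhibitor controls.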
Starred values were filed as active, the others as inactive; ? = inconclusive; nt = not tested or not shown; [ ] = another dose, or the depositor's remark. Unless noted, calls follow the shape of the dose curve; as a rule, active = well fitted curve in the direction sought with a large enough effect; inconclusive = small, poorly fitted or top-dose-only effect, or another doubt; inactive = no such curve, though single readings can be large; an effect the other way counts as inactive or inconclusive. Unless noted, % is scaled to controls: 0 for no effect and ±100 for the full control effect.

SMILES | Sm TGR block | AmpC inh detg | FBPA Giardia inh | AmpC inh no detg | AMA1 RON2 block | HCMV antiviral
CCn1cc(C(=O)NCC2CCCO2)c(=O)c2cc(S(=O)(=O)N3CCC(C)CC3)ccc21 (centres undefined) | -1% | 0% | 15% | 137%[activator] | 8% | -33
Cc1ccccc1NC(=O)C1CCN(C(=O)c2ccc(F)cc2)CC1 | 1% | 4% | nt | nt | nt | -10
CCOc1ccc(CNC(=O)c2cc3c(=O)n(C)c4ccccc4c3s2)cc1 | 3% | 0% | nt | nt | nt | -2
CC1(OC(=O)c2cccs2)C(=O)C=C2C=C3CCCN3C=C2C1=O (centres undefined) | 35µM* | 2% | ? | 33% | ? | nt
COCCN(C(=O)COC(=O)c1sccc1C)c1c(N)n(Cc2ccccc2)c(=O)[nH]c1=O | 13% | -7% | nt | -21% | -3% | -3
CCNc1nc(NCC)nc(OCCOC(=O)Nc2ccccc2)n1 | -1% | -6% | 2% | -18% | 9% | 43
CS(=O)(=O)Nc1ccccc1C(=O)N1CCCC1 | 5% | ? | 4% | -12% | 7% | -7
COc1cc(C2NC(=O)N(C)C(C)=C2C(=O)OCc2ccccc2)cc(Br)c1O (centres undefined) | -5% | ? | -2% | 0% | 2% | -14
NC(=O)NC(=O)COC(=O)c1cccnc1Nc1ccccc1F | 14% | 5% | 0% | -38% | -8% | -11
O=C(NC1CC1)C(=O)c1c(-c2ccccc2)[nH]c2ccccc12 | -10% | ? | -4% | -14% | 4% | -9
CCOC(=O)c1c(NC(=O)COC(=O)c2cnccn2)sc(C(=O)NC)c1C | 0% | -9% | nt | -11% | -11% | -16
O=C(NN1C(=O)/C(=C/c2cccc(O)c2)SC1=S)c1ccccc1O | 3% | 1% | -23% | -46% | 0% | 30
N#Cc1c2c(nc(N)c1-c1ccccc1)CCCCC2 | 2% | 2% | 4% | -21% | -4% | -5
NC(=O)C(c1ccc(Cl)cc1Cl)c1ncc(C(F)(F)F)cc1Cl (centres undefined) | -25% | -13% | -4% | -5% | 13% | 67
CCOc1ccc(Br)cc1S(=O)(=O)Nc1ncn[nH]1 | 3% | -2% | -1% | -17% | 23% | -33
O=C(c1ccccc1)n1c(=S)nc2ccccn21 | 3% | ? | 4% | -19% | -20% | 14
COc1ccccc1-n1ccn(CC(=O)Nc2ccc(C)cc2Cl)c(=O)c1=O | 7% | -15% | nt | -18% | 2% | -29
Cc1cc(C)nc(-n2nc(C)cc2NC(=O)c2cc(=O)c3ccccc3o2)n1 | -21% | -2% | 3% | -27% | nt | nt
O=C(NCCC1CCCCN1S(=O)(=O)c1cccs1)C(=O)NCc1ccccc1 (centres undefined) | -2% | -2% | nt | -13% | 5% | -32
Nc1nc(SCC(=O)N2CCCC2)[nH]c(=O)c1-c1ccccc1 | -4% | -5% | 1% | -13% | 0% | -22
NS(=O)(=O)c1ccc(CCNC(=O)c2cc3ccccc3s2)cc1 | 0% | -13% | -7% | ? | -15% | -10
Cc1cc(=O)oc2c(C)c(OCC(=O)N3CCN(Cc4ccc5c(c4)OCO5)CC3)ccc12 | -4% | -8% | -9% | 158%[activator] | 4% | -36
COC(=O)c1ccc(NC(=O)CN(Cc2ccccc2)S(=O)(=O)c2ccc(C)cc2)cc1 | -1% | -2% | nt | nt | nt | -5
C#CCOCCOCCOCCNc1nc(N2CCN(C(=O)[C@H](CC(N)=O)n3cc(C(N)[C@H](C)CC)nn3)CC2)nc(N2CCN(C(=O)[C@H](CC(N)=O)n3cc(C(N)[C@@H](C)CC)nn3)CC2)n1 (some centres undefined) | nt | nt | nt | 69%[activator] | -23% | 0
Cc1nc2c(-c3ccc(F)cc3)c(C)[nH]n2c(=O)c1Cl | -13% | -15% | -29% | -27% | 9% | 4
CCOC(=O)C1CCCN(C(=O)c2cn(CC(C)C)c(=O)c3cc(OC)c(OC)cc23)C1 (centres undefined) | -20% | -5% | -2% | 67%[activator] | -2% | 4
O=C(COc1ccccc1[N+](=O)[O-])Nc1cccnc1 | -2% | 1% | 2% | -20% | 6% | ?
O=[N+]([O-])c1ccc(OCCN2CCNCC2)cc1 | -5% | -6% | ? | 5% | -5% | -7
O=C(N/N=C/c1cccs1)c1cccc2cc[nH]c12 | -23% | ? | -18% | 59% | 21% | 70
CCCCn1c(=O)nc2n(-c3ccc(Br)cc3)c3ccccc3cc-2c1=O | -4% | 3% | nt | nt | nt | -6
CCN(CC)C(=O)C[n+]1cccc(/C=N/O)c1 | 2% | ? | 3% | 4% | -7% | ?
Cc1ccc2cc(C#N)c(NCCNC(=S)NCCCN3CCOCC3)nc2c1 | 2% | -8% | -9% | 231%[activator] | 3% | 4
OC(CNCc1ccccc1)c1ccccc1 (centres undefined) | 1% | 2% | 3% | -10% | 13% | 2
CCN(CC)C(=O)C1=C(C)Nc2nc3ccccc3n2C1c1cccc(Cl)c1 (centres undefined) | 4% | 22% | nt | nt | nt | -20
O=C(COC(=O)c1ccc[nH]c1=O)Nc1ccc(S(=O)(=O)N2CCCC2)cc1 | 1% | ? | 0% | -26% | -7% | ?
COc1cc(CN2CCN(c3cc(C)ccc3C)CC2)ccc1O | -16% | -3% | -13% | -33% | -15% | -73*
CC1CC(C)CN(C(=O)COC(=O)c2ccc(Cl)nc2)C1 (centres undefined) | -1% | ? | nt | -12% | 5% | -37
COc1ccccc1-c1nnc(C2CCN(C(=O)c3cccc(C)c3)CC2)o1 | -1% | 1% | nt | nt | nt | -65*
Cc1cc(OCC(=O)Nc2cc(S(=O)(=O)N3CCOCC3)ccc2N2CCCC2)ccc1C(C)C | -8% | -14% | nt | -10% | -21% | -34
CCCCN(CCCC)CCNC(=O)CSCc1ccc(C)cc1 | -4% | -6% | ? | 13% | -20% | ?
CCC1=C(c2ccc(C)cc2)S(=O)(=O)N=C1N1CCC(C(=O)Nc2ccccc2F)CC1 | -12% | -10% | nt | nt | nt | -4
COc1ccc(CCNC(=O)C(=O)NCC(c2cccnc2)N2CCN(c3ccccc3)CC2)cc1 (centres undefined) | -5% | 2% | nt | nt | nt | ?
CCN1C(=O)[C@H]2[C@@H](c3ccc(-c4cccc(Cl)c4)cc3)N3CCCC[C@@]3(C(=O)OC)[C@H]2C1=O | -21% | -2% | nt | 39% | -13% | -10
Cc1ccc(OCC(=O)N/N=C\c2ccc(-c3cccc(C(=O)O)c3)o2)c(C)c1 | -27% | -14% | ? | -21% | 45%[activator] | 11
Cc1cc(NCCCN)nc(-c2ccccc2O)n1 | -2% | 9% | 2% | -19% | -2% | 68
COCc1cc(=O)n2c(-c3ccc(C)cc3)n[nH]c2n1 | -9% | -10% | -8% | -38% | 48%[activator] | 49
COc1ccc(Br)cc1S(=O)(=O)NCCc1cccs1 | nt | nt | nt | -16% | 16% | -10
Cc1ccc(N=C(NO)c2nonc2N)cc1 | -2% | -13% | 6% | -9% | 0% | 17
CCN(CC)c1ccc(/C=N/N2CCN(Cc3ccc(C)cc3)CC2)c(O)c1 | 0% | -3% | -1% | -10% | -1% | 4
Cc1ccc(SCC(=O)Nc2ccc3oc(-c4ccccc4F)nc3c2)cc1 | -10% | 6% | nt | nt | nt | 69
COc1cc(OC)c(NC(=O)CCc2nc(C3=CCN(Cc4cccc(Cl)c4)CC3)no2)cc1Cl | 6% | 17% | nt | nt | nt | -6
C=CCSc1ncccc1C(=O)NCc1ccc(C)cc1 | -24% | -15% | nt | -8% | 1% | 42
COc1cc(C(=O)Nc2ncccc2C)ccc1OCC(=O)N1CCOCC1 | 0% | 0% | nt | -17% | 1% | 15
COc1ccc(-c2c(C)nn3c(NC4CCCC4)cc(C)nc23)cc1OC | 0% | -5% | 1% | 159%[activator] | -11% | ?
CCCCNC(=O)CSc1nnc(Cc2ccccc2)n1CC | ? | 2% | 5% | -16% | -1% | 0
Cc1ccc(S(=O)(=O)CC(=O)NC(C)c2ccccc2)cc1 (centres undefined) | 0% | 5% | nt | -9% | -10% | -28
CCOc1cc(/C=C2/SC(=S)N(Cc3ccccc3)C2=O)ccc1O | -36% | 9% | -11% | -20% | ? | -15
Cc1cc(C)c(NC(=O)Cn2c(=O)n(Cc3ccc4c(c3)OCO4)c(=O)c3ccc(C(=O)NC4CCCCC4)cc32)c(C)c1 | 5% | 0% | nt | nt | nt | -12
O=C(Cc1ccccc1)Nc1ccc(S(=O)(=O)N2CCOCC2)cc1 | 2% | -10% | 0% | -30% | 0% | -29
COc1ccc(C(=O)Nc2ccccc2)cc1S(=O)(=O)Nc1cc(C)on1 | -9% | 0% | 3% | -7% | 22% | -9

Some of these compounds in order of SMILES length, smallest number first:
SMILES | Sm TGR block | AmpC inh detg | FBPA Giardia inh | AmpC inh no detg | AMA1 RON2 block | HCMV antiviral
Cc1ccc(N=C(NO)c2nonc2N)cc1 | -2% | -13% | 6% | -9% | 0% | 17
Cc1cc(NCCCN)nc(-c2ccccc2O)n1 | -2% | 9% | 2% | -19% | -2% | 68
C=CCSc1ncccc1C(=O)NCc1ccc(C)cc1 | -24% | -15% | nt | -8% | 1% | 42
COc1ccc(Br)cc1S(=O)(=O)NCCc1cccs1 | nt | nt | nt | -16% | 16% | -10
O=C(Cc1ccccc1)Nc1ccc(S(=O)(=O)N2CCOCC2)cc1 | 2% | -10% | 0% | -30% | 0% | -29
COc1ccc(-c2c(C)nn3c(NC4CCCC4)cc(C)nc23)cc1OC | 0% | -5% | 1% | 159%[activator] | -11% | ?
CCN(CC)c1ccc(/C=N/N2CCN(Cc3ccc(C)cc3)CC2)c(O)c1 | 0% | -3% | -1% | -10% | -1% | 4
COc1ccc(CCNC(=O)C(=O)NCC(c2cccnc2)N2CCN(c3ccccc3)CC2)cc1 (centres undefined) | -5% | 2% | nt | nt | nt | ?
CCN1C(=O)[C@H]2[C@@H](c3ccc(-c4cccc(Cl)c4)cc3)N3CCCC[C@@]3(C(=O)OC)[C@H]2C1=O | -21% | -2% | nt | 39% | -13% | -10
Cc1cc(C)c(NC(=O)Cn2c(=O)n(Cc3ccc4c(c3)OCO4)c(=O)c3ccc(C(=O)NC4CCCCC4)cc32)c(C)c1 | 5% | 0% | nt | nt | nt | -12

A draw from above in order of length of the SMILES, rising.
SMILES | Sm TGR block | AmpC inh detg | FBPA Giardia inh | AmpC inh no detg | AMA1 RON2 block | HCMV antiviral
CCCCNC(=O)CSc1nnc(Cc2ccccc2)n1CC | ? | 2% | 5% | -16% | -1% | 0
COc1ccc(Br)cc1S(=O)(=O)NCCc1cccs1 | nt | nt | nt | -16% | 16% | -10
COc1ccc(C(=O)Nc2ccccc2)cc1S(=O)(=O)Nc1cc(C)on1 | -9% | 0% | 3% | -7% | 22% | -9

Assay outcomes: PubChem BioAssay, National Center for Advancing Translational Sciences (NCATS)
